Source: PubChem BioAssay
AddAB inh: growth inhibition of E. coli expressing H. pylori AddAB, primary screen, AddAB inhibitor project, absorbance. inhibition, % at 11.9 µM. actives 0.29% (n = 330,000); in the data active means inhibition above about 12%;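 further: 0% = vehicle wells of infected cells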
Wnt act: Wnt/beta-catenin pathway activators, primary screen, cell-based, plate reader, single point. Wnt/beta-catenin reporter cell assay, activator. AID 743398, 2014. actives 1.2% (n = 300,000). activation, % at 9.35 µM; in the data active means activation above about 30%, passing the limit was not always enough; inconclusive means no clear call, values can overlap the other calls;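 further: 0% = neutral control wells and 100% = positive control wells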
CAL PDZ FP-1: untagged CAL PDZ binding inhibitors, primary screen, biochemical, fluorescence polarization, HTS; Golgi-associated PDZ and coiled-coil motif-containing protein (Homo sapiens), Q9HD26; purified CAL PDZ, TMR-peptide fluorescence polarization, 1 h; inhibition, % at 24.9 µM; actives 0.92% (n = 300,000); AID 602252, 2012;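 active means mean inhibition of at least 30% with at least half of replicates also reaching 30%; inconclusive means no clear call, values can overlap the other calls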;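 further: 0% = DMSO neutral control and 100% = excess unlabeled competitor peptide PRC23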
MITF TRPM1 HTS: activators of MITF-driven TRPM1 promoter reporter, primary screen, cell-based, SK-MEL-5, luciferase, single point | SK-MEL-5 TRPM1-promoter luciferase, 24 h; % of positive control, neutral wells = 0 | activation, % at 12.5 µM | AID 588334, 2011 | actives 0.75% (n = 300,000);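 active means mean activation of at least 80% with every replicate also reaching 80%; inconclusive means mean reaches 80% but some replicate falls short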;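 further: 0% = neutral control wells and 100% = parthenolide positive control wells; values of inactives mirror those of a sister screen read the other way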
Tat export inh: E. coli Tat export inhibitors, primary screen, MC4100, TorA-mCherry reporter, fluorescence, single point | inhibition, % at 10 µM | actives 0.036% (n = 340,000);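 active means mean replicate inhibition at least 50% and at least half of replicates individually reaching 50%; inconclusive means only one of the two criteria met; inactive means neither criterion met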;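 further: exported cargo escapes ClpAP degradation while cytoplasmic cargo is degraded and loses fluorescence; 0% = median of neutral control wells and 100% = median of NaSCN control wells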
CAL PDZ FP-2: CAL PDZ peptide-binding inhibitors, primary screen, biochemical, fluorescence polarization, Cer-tagged CAL PDZ, HTS; Golgi-associated PDZ and coiled-coil motif-containing protein (Homo sapiens), Q9HD26; purified CAL PDZ, TMR-peptide fluorescence polarization, 1 h; inhibition, % at 20 µM; actives 0.02% (n = 330,000); AID 504414, 2011;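 active means highest replicate inhibition of at least 40%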;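 further: plate controls were DMSO neutral control wells for no effect and unlabeled competitor peptide control wells for full effect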
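Material: tagged CAL PDZ domain; buffer or medium: 25 mM sodium phosphate pH 7.4, 150 mM NaCl, TCEP, IgG, Thesit; compound dosing: single point, 20 µM; schedule: 1 h incubation at room temperature before polarization reading; measured by: FP readout, S and P plane fluorescence; read-out basis: percent inhibition from loss of millipolarization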
SR-BI DiI-HDL act: activators of SR-BI mediated DiI-HDL uptake, primary screen, ldlA[mSR-BI] CHO cells, DiI fluorescence; AID 504775, 2011; 3 h; 100 = double the neutral-control signal; activation, % at 12.5 µM; actives 0.096% (n = 320,000);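 active means mean replicate activation of at least 60% and every replicate at or above 60%; inconclusive means mean or all-replicate condition met, but not both; inactive means mean below 60% and not all replicates reaching 60%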;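 further: 0% = median plate neutral-control signal and 100% = twice that signal; values of inactives mirror those of a sister screen read the other way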
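Assay system: LDL receptor-deficient CHO ldlA cells overexpressing murine SR-BI / Medium: BSA-supplemented, HEPES-buffered Ham's F12, pH 7.4 / Probe or stimulus: DiI-labelled HDL at 10 µg/mL final / Timing: compound with DiI-HDL co-incubation, 3 h at 37 °C / Technique: bottom-read cell fluorescence after medium removal, ex 550/em 595 nm / Measure: HDL uptake via cellular fluorescence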
Ecoli viability: E. coli V3065 growth inhibition, primary screen, counter-screen for AddAB inhibitor project, absorbance, OD600 | AID 449728, 2010 | inhibition, % at 11.9 µM | 18 h | actives 0.27% (n = 330,000);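 active means inhibition above the campaign's mean inhibition across all tested compounds plus 3 SD, cut at about 9.9% in these data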;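 further: uninfected addAB+ strain grown without phage in ampicillin broth; 0% = DMSO wells and 100% = ciprofloxacin 0.95 µg/ml wells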
phage Ecoli inh: growth loss of phage-infected E. coli, primary screen, RecBCD inhibitor project, absorbance, with phage, HTS; inhibition, % at 11.9 µM; actives 0.26% (n = 360,000); in the data active means inhibition above about 11%
SR-BI HDL uptake: inhibitors of SR-BI mediated HDL lipid uptake, primary screen, ldlA[mSR-BI] cells, fluorescence, single point | inhibition, % at 12.5 µM | ldlA[mSR-BI] CHO cells, DiI-HDL uptake fluorescence, 3 h | Scavenger receptor class B member 1 (Mus musculus), Q61009 | actives 0.96% (n = 320,000);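 active means mean replicate inhibition of at least 70% and a set share of replicates each scoring 70 or more; inconclusive means meets just one of the two criteria; inactive means fails both criteria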;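 further: 0% = median of neutral control wells and 100% = median of positive control wells; values of inactives mirror those of a sister screen read the other way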
Target sequence (Q61009 whole entry, looked up): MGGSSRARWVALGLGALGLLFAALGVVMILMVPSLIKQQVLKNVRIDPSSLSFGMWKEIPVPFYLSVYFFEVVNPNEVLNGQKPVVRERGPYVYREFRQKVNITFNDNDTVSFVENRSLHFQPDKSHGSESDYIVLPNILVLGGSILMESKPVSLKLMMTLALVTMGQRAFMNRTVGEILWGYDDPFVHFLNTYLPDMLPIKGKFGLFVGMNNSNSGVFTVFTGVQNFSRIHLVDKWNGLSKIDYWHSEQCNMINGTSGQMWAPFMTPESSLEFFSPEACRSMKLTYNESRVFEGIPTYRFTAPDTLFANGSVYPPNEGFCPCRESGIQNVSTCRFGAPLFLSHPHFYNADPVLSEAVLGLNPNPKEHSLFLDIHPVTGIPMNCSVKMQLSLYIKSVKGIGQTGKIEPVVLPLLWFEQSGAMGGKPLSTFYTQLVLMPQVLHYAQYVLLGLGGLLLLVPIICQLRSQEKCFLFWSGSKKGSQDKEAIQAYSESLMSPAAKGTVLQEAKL
* = called active by the depositor; ? = inconclusive; · = no result given. Not a hit list, and some 3.6% of all compounds hit somewhere here.

Compound	AddAB inh	Wnt act	CAL PDZ FP-1	MITF TRPM1 HTS	Tat export inh	CAL PDZ FP-2	SR-BI DiI-HDL act	Ecoli viability	phage Ecoli inh	SR-BI HDL uptake
COC(=O)[C@@]1(Cc2ccc(OC)cc2)[C@@H]2[C@@H](CC(=O)[C@H]2CC(=O)C(=O)N(C)C)CN1C(=O)c1ccccc1	1.9	2	0	6	7	-0.1	25	-1.9	4.2	-25
COC(=O)C1C(=O)C=C(Nc2ccc(F)cc2F)CC1c1ccc(OC)cc1 (centres undefined)	1.6	0	-1	12	0	-2.9	23	0.3	0.9	-23
CC1(C)OC(C)(C)/C(=C\c2ccccc2[N+](=O)[O-])C1=O	-1.6	-2	-1	-4	-8	-0.7	-12	1.4	2.5	12
COc1ccccc1N1CCN(CC(O)COc2ccc(S(=O)(=O)N3CCOCC3)cc2)CC1 (centres undefined)	0.9	·	4	-12	8	-1.2	6	1.4	2.8	-6
COC(=O)C(CCSC)NC(=O)C(NC(=O)C1CCC(C)CC1)C(C)C (centres undefined)	4.1	-1	·	·	7	-1.1	1	-0.4	2.6	-1
Cc1c(NC(=O)CC2CC(C)OC2=O)c(=O)n(-c2ccccc2)n1C (centres undefined)	-2.9	·	1	·	-2	-1.9	5	-3.8	0.2	-5
CC(=O)Nc1cccc(NC(=O)c2ccc([N+](=O)[O-])cc2Cl)c1	2.1	-1	-4	4	-2	-0.1	-8	0.9	4.5	8
CCOc1cc(C(=O)Nc2ccc(S(=O)(=O)Nc3cnc4ccccc4n3)cc2)cc(OCC)c1OCC	0.3	0	-2	-9	1	-1.4	-9	0.3	-1.9	9
COC(=O)N/N=C\c1ccccc1OC/C=C/c1ccccc1	·	2	-3	98*	5	-1.6	-24	·	2.0	24
CC(=O)N(c1ccc(N(C(C)=O)S(=O)(=O)c2ccccc2)cc1)S(=O)(=O)c1ccccc1	3.9	-1	-3	4	1	-0.6	·	5.0	2.0	·
CCOC(=O)c1cc(C)sc1/N=C/C1C(=O)CCCC1=O	5.4	2	3	9	-1	-0.4	44	-0.2	3.5	-44
Cc1ccccc1Nc1c(-c2cccnc2)nc2ccc(Br)cn12	2.6	0	-5	-1	3	-1.5	·	-0.2	0.3	·
O=C1Cc2cc(NS(=O)(=O)c3ccc(Cl)cc3)cc3c2N1CCC3	0.9	-2	0	-2	2	-3.4	-31	0.1	1.8	31
O=C1C=CC(=O)N1N(c1ccccc1)c1ccccc1	2.4	0	7	-2	-3	0.1	·	0.7	2.0	·
CC(=O)C1=C(c2ccc(Br)cc2)C(=O)c2ccccc2C1=O	7.9	-26	·	-83	-9	0.7	-31	2.5	5.8	31

Next structures:
Compound	AddAB inh	Wnt act	CAL PDZ FP-1	MITF TRPM1 HTS	Tat export inh	CAL PDZ FP-2	SR-BI DiI-HDL act	Ecoli viability	phage Ecoli inh	SR-BI HDL uptake
O=C(N/N=C/C1CC2CCC1C2)c1c[nH]c2ccccc12 (centres undefined)	1.4	-1	3	-6	-6	-0.9	20	-1.8	3.3	-20
O=C(NNC(=O)c1ccc(-c2ccccc2)cc1)Nc1ccc(F)cc1F	4.5	0	3	3	-5	-1.1	13	1.4	-0.6	-13
COc1cccc(C(=O)/C=C2\NCCc3cc(OC)c(OC)cc32)c1	0.7	-2	-1	31	-14	-1.9	-34	-2.6	-1.2	34
CCn1c(SCc2cccc(F)c2)nc2c(c1=O)SCC2	2.3	-2	5	-1	-2	-0.6	-18	2.3	3.5	18
CCOc1ccc(NC(=O)Cc2ccccc2)c([N+](=O)[O-])c1	2.4	·	0	-2	-3	-0.2	0	0.5	3.7	0
CCCCn1c(N)c(N(CC(C)C)C(=O)CSc2ccc([N+](=O)[O-])cc2)c(=O)[nH]c1=O	3.3	-1	-1	-4	2	-2.0	16	0.7	-1.0	-16
COC(=O)C1=C(C)N(C(C)c2ccccc2)C(=O)/C1=C\c1ccco1 (centres undefined)	-2.5	-1	-3	3	7	-1.8	-20	-0.8	3.1	20
Cc1ccc(S(=O)(=O)N2CCCC2CNC(=O)C(=O)Nc2ccccc2)cc1 (centres undefined)	-0.1	2	1	-6	-2	-1.8	-18	-0.2	3.4	18
COc1cccc(-c2noc(C3CCCN(C(=O)c4ccc(F)cc4F)C3)n2)c1 (centres undefined)	-0.2	0	-1	·	3	-0.5	-3	-1.5	-1.8	3
O=C(COC(=O)c1ccc(Cl)c(S(=O)(=O)N2CCOCC2)c1)Nc1ccc2[nH]c(=O)[nH]c2c1	-1.1	3	-3	-1	-9	-0.6	12	-1.6	0.0	-12
CCC(=O)Nc1cccc(-c2cn3cccc(C)c3n2)c1	-0.4	25	-29	·	-3	-2.7	-71	-1.9	-1.9	?
CCOC(=O)c1nn(-c2ccc(OCC)cc2)c(C)c1C(C)=O	-1.0	-2	0	10	-3	-0.5	-10	-0.7	4.4	10
O=C(COc1ccc([N+](=O)[O-])cc1)N1CCN(c2nnc(-c3ccccc3)c3ccccc23)CC1	3.8	5	-2	·	-1	-0.5	-22	0.2	-1.1	22
COc1ccccc1NC(=O)CN1C(=O)CCS(=O)(=O)c2ccccc21	-1.2	·	-3	-9	-2	0.0	3	-0.8	0.3	-3
O=C(O)c1cccc(N2C(=O)C3CC=C(Cl)CC3C2=O)c1 (centres undefined)	3.5	-3	·	3	3	0.2	-2	1.2	-2.3	2

Carrying on:
Compound	AddAB inh	Wnt act	CAL PDZ FP-1	MITF TRPM1 HTS	Tat export inh	CAL PDZ FP-2	SR-BI DiI-HDL act	Ecoli viability	phage Ecoli inh	SR-BI HDL uptake
CCOC(=O)c1cn(CC)c2ccc(S(=O)(=O)N3CCC(C)CC3)cc2c1=O	1.4	·	·	19	4	0.6	-10	0.3	1.6	10
COc1ccc(S(=O)(=O)N2CCN(Cc3ccccc3)CC2)cc1OC	·	0	·	14	-5	0.3	15	·	-1.6	-15
COc1ccc(S(=O)(=O)n2nc(-c3ccc(Cl)cc3)cc2N)cc1OC	-2.5	-3	-2	7	3	-0.1	-25	-1.8	0.0	26
CCOc1ccc(NC(=O)NC2CCOC(C)(C)C2)cc1 (centres undefined)	2.4	·	-2	6	-4	-1.0	37	0.6	1.7	-37
Nc1cccc2c1C(=O)N(C(=O)/C=C/c1cccc(F)c1)C2=O	1.9	4	0	-34	16	-0.6	14	0.9	3.4	-14
COc1cc(C2c3c(n[nH]c3C)C(=O)N2c2ccc(Br)cc2)ccc1O (centres undefined)	-1.9	9	-1	16	-10	-2.8	27	-3.7	3.8	-27
Cc1cccc(CCNc2nc3ccccc3n3nnnc23)c1	1.7	-2	-3	15	-4	-0.1	-13	0.0	-0.5	13
CCCOc1ccc2oc(=O)c3c(c2c1)CCCN3C(=O)CN1CCc2ccccc2C1	1.6	0	-4	-13	2	-2.0	-46	-1.6	2.3	46
CNC(=O)c1ccc(NC(=O)c2cc(S(=O)(=O)N3CCOCC3)ccc2N2CCCC2)cc1	2.7	-3	·	6	3	-0.2	9	-1.4	0.1	-9
O=C(OCCCN=C1NS(=O)(=O)c2ccccc21)c1ccccc1F	1.9	·	·	-17	-4	0.8	-5	2.8	2.5	5
COc1ccccc1N1C(=O)c2ccc(C(=O)Nc3ccc(F)cc3)cc2C1=O	1.7	-3	-12	-8	-11	-1.6	-54	-0.3	1.9	54
CCOC(=O)Cc1csc(NC(=O)c2cccc(N3C(=O)CCC3=O)c2)n1	1.8	·	-4	-5	-1	-0.4	-21	2.9	1.2	21
COC(=O)C(Sc1nc(C)cc(C)c1C#N)c1ccccc1 (centres undefined)	-0.8	·	-3	17	-4	-2.3	-37	-2.6	-0.3	37
CC(=O)Nc1ccc(N(CC(O)Cn2c3ccccc3c3ccccc32)S(=O)(=O)c2ccc(C)cc2)cc1 (centres undefined)	1.4	0	-4	-9	-1	0.1	8	-0.5	2.9	-8
O=C(NC1CC1)c1c(O)c2ccccc2[nH]c1=O	·	3	-6	20	-4	·	19	·	-0.1	-19

Next section
Compound	AddAB inh	Wnt act	CAL PDZ FP-1	MITF TRPM1 HTS	Tat export inh	CAL PDZ FP-2	SR-BI DiI-HDL act	Ecoli viability	phage Ecoli inh	SR-BI HDL uptake
O=C(Oc1cc(Cl)ccc1Cl)C1=CC=CN2CCS(=O)(=O)N=C12	1.9	2	-4	1	-24	0.4	1	1.2	0.5	-1
O=C1CN(C(=O)COC(=O)CCCOc2ccccc2)c2ccccc2N1	6.3	-2	-5	8	-6	-1.0	11	-0.2	3.2	-11
N#C/C(=N\Nc1ccccc1)C(=N)N1CCCCCC1	0.9	42*	-3	56	-2	0.0	12	-1.3	1.9	-12
CCOC(=O)N1CCN(C(=O)C(=O)NNC(=O)COc2ccc(Cl)c(C)c2)CC1	-0.8	0	-2	-4	11	-0.8	-3	-1.6	4.6	3
CCOC(=O)C(C)Sc1ncnc2nc[nH]c12 (centres undefined)	1.6	·	·	3	2	-2.1	14	2.1	1.0	-14
